TRHR agonist: agonists of human TRH receptor. AID 493084. hit rate 0.18% among 360,000. P34981. activation, % at 2 µM. TRHR cells, calcium flux fluo-8, FDSS agonist mode; in the data active means activation above about 30%; further: 0% is about no effect
Target sequence (P34981 whole entry, looked up): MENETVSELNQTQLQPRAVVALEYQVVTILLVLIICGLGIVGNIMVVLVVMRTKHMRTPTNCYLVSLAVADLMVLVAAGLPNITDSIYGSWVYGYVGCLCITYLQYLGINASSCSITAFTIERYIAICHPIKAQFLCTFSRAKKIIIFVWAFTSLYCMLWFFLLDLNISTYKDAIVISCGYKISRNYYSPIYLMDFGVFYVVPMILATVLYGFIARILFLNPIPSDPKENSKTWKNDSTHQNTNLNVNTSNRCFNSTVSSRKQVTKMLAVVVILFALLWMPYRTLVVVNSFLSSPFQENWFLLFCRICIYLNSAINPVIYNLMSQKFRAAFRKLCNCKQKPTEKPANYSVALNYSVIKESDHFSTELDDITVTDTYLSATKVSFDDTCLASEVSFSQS
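Read-out: compound-evoked intracellular calcium rise in TRHR cells, fluo-8 dye, kinetic FDSS fluorescence at 1 s/cycle following a 10-cycle baseline. Cells cultured overnight before dye loading (30 min–1.5 h, RT).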
D1 antagonist: human D1 dopamine receptor antagonism. P21728. HEK293 TREx D1 cells, calcium flux, dopamine EC80; stronger effect = lower value. activity change, negative = inhibition, % at 10 µM. hit rate 3.2% among 360,000. AID 504652; in the data active means activity change below about -30%; further: on the % scale 0 is the no-effect control and ±100 the full control effect
Target sequence (P21728 whole entry, looked up): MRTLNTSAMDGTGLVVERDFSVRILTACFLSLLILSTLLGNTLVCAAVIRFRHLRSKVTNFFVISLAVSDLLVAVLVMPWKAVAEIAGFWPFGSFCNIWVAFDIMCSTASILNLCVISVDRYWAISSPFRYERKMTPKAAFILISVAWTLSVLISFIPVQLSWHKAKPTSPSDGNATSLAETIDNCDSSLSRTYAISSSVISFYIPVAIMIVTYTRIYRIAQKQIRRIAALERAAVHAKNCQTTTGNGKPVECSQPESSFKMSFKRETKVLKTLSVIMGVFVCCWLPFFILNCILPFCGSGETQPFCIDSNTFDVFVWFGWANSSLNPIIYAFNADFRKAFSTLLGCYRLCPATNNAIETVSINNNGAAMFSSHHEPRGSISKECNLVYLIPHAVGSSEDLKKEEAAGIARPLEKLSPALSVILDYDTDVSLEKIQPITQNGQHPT
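Using tetracycline-induced force-coupled D1 Hek293 cells and a calcium dye, signals were followed for 180 s after compound, then for 180 s after EC80 dopamine, to detect inhibitors.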
D1 ag: human D1 receptor agonism. hit rate 1% among 360,000. HEK293 T-REx D1 cells, calcium flux, agonist mode. AID 504660. activation, % at 2 µM; in the data active means activation above about 30%; further: 0% is about no effect
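Inducible HEK293 T-REx D1 cells, force-coupled to calcium signalling, were plated at 4000 cells/well with tetracycline and held overnight at 30 C. After no-wash calcium dye loading, compound-evoked calcium rise over 180 s flagged agonists.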
D1 potentiator: potentiators of human D1 dopamine receptor; P21728; HEK293 TREx D1 cells, calcium flux, dopamine EC20 potentiation; potentiation, % at 10 µM; hit rate 0.036% among 360,000; in the data active means potentiation above about 30%; further: 0% is about no effect
Apoferritin bind: candidate novel general anesthetic via apoferritin binding. hit rate 0.074% among 350,000. apoferritin/1-aminoanthracene competitive binding, fluorescence. Potency, µM (doses to about 77.5 µM), without a hit: top-dose activity change, negative = displacement, actives largely listed as inhibitors. AID 485281; further: potency means the concentration at half of the fitted maximal effect; on the % scale 0 is the no-effect control and ±100 the full control effect; nearly all actives have a fitted effect of over 20% in size
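Apoferritin-based anesthetic binding model; compound displacement of fluorescent 1-AMA measured as endpoint fluorescence after 10 minutes at room temperature, scaled to free-ligand and complex controls.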
RXFP1 antagonist: blocks the human relaxin receptor RXFP1 | Q9HBX9 | AID 1259400 | hit rate 0.59% among 350,000 | HEK293-RXFP1, relaxin-stimulated cAMP HTRF, 30 min; stronger effect = lower value | activity change, negative = inhibition, % at 57.5 µM;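 active means activity change of -60% or lower, but not beyond a set lower limit; inconclusive means change between -60% and -40%, or beyond the set limit; inactive means change above -40%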; further: on the % scale 0 is the no-effect control and ±100 the full control effect
RXFP1 agonist: activates the human relaxin receptor RXFP1; Potency, µM (titrated, usually from 57.5 µM), inactives show top-dose activation, hits mostly activators; hit rate 0.3% among 370,000; HEK293T-RXFP1 cAMP TR-FRET, 30 min; response scale: percent of porcine relaxin response, buffer zero; further: potency means the concentration at half of the fitted maximal effect; on the % scale 0 is the no-effect control and ±100 the full control effect; nearly all actives have a fitted effect of over 60% in size; many of its hits are not listed in these tables
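cAMP rise read by TR-FRET after 30 min, 37C compound exposure (up to 58 uM) in RXFP1-transfected HEK293 cells with Ro 20174 present. EC50 from Hill-equation fits, with 29 nM porcine relaxin as 100% and buffer as basal.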
TRHR enhancer: allosteric enhancers of human TRH receptor; P34981; TRHR cells, fluo-8 calcium fluorescence, EC20 TRH enhancement; enhancement, % at 2 µM; hit rate 0.66% among 360,000; AID 493056; in the data active means enhancement above about 30%; further: 0% is about no effect
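Enhancer read-out: after compound pinning and an initial kinetic agonist-mode read, an EC20 of TRH (10 nM final) was injected and fluo-8 calcium signal (Ex 480/Em 530) followed at 1 s/cycle for 100 cycles in TRHR-expressing cells.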
D2 PAM: positive allosteric modulators of human D2 dopamine receptor. potentiation, % at 10 µM. P14416. hit rate 0.34% among 340,000. HEK293 T-REx D2, calcium flux, EC20 dopamine potentiation;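 active means potentiation over 3 SD above the plate norm, cut at about 30% in these data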; further: 0% is about no effect
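Potentiation of an EC20 dopamine calcium response measured kinetically over 180 s, after a preceding 180 s compound-only read flagging agonists. Cells: inducible Hek293 Trex D2 line, 4000/well, cultured overnight at 30 C before dye loading.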
* hit, by the source's call; ? = inconclusive; / = no result given; & = joins results of further samples; [ ] = remark or other dose. Unless noted, the call rests on the fitted dose curve; in most records, active means well fitted curve in the direction sought with a large enough effect; inconclusive means small, poorly fitted or top-dose-only effect, or another doubt; inactive means no such curve, though single readings can be large; an effect the other way counts as inactive or inconclusive. Only part of the results is shown. The share of hits here may be higher or lower than overall.

no.	smiles	D2 PAM	D1 antagonist	RXFP1 agonist	D1 potentiator	TRHR agonist	D1 ag	Apoferritin bind	RXFP1 antagonist	TRHR enhancer
1	COc1ccccc1NC(=O)Cn1c(C)cc(C)c(C#N)c1=O	4	-9	0.4%	-5	0.3	2	4%	/	2
2	Cn1c(=O)c2c(nc(Br)n2Cc2ccc3ccccc3c2)n(C)c1=O	-1	-25	0.6%	-9	0.5	6	-23%	2	-4
3	COc1ccccc1N1CCN(C2CCN(C(=O)c3ccc(F)cc3)CC2)CC1	-20	-6	2.2%	-7	-1.8	-1	-5%	8	9
4	COc1cc(/C=N/NC(=S)NCc2ccco2)cc(OC)c1OC	9	12	-0.1%	-6	-0.5	3	?	-10	15
5	Cc1onc(-c2c(Cl)cccc2Cl)c1C(=O)NC(=S)Nc1sc2c(c1C(N)=O)CCC(C)C2 (stereo not given)	5	5	1.8%	-4	0.2	4	1%	-21	-2
6	CC(C)(C)C(=O)NC(=S)NNC(=O)C(c1ccccc1)c1ccccc1	-11	24	0.4%	34*	99*	350*	-11%	-94*	1
7	Cc1ccc(C)c(N2CCN(C(=O)c3cc4c(=O)n(Cc5cccnc5)ccc4nc3C)CC2)c1	-9	-8	-1.1%	-6	0.3	3	-16%	-16	7
8	O=C(CNCc1ccc(Cl)cc1)Nc1ccc(C(=O)N2CCCCCC2)cc1	-1	-4	-2.5%	-3	0.6	8	-18%	-4	11
9	C=C(C)COc1ccc(-c2ncnc(C(F)(F)F)c2-c2ccc(OC)cc2)c(O)c1	14	6	-1.9%	-2	-0.4	6	-8%	-18	5
10	CN1CCc2c(sc(NC(=O)CSc3ccc(F)cc3)c2-c2nc3ccccc3s2)C1	-17	-22	-30%[inhibitor]	-1	102*	399*	-9%	-96*	-13
11	Cc1ccc(-c2nc3c(c(=O)[nH]c(=O)n3CC(C)C)n2CC(C)C)cc1[N+](=O)[O-]	24	-6	-3.0%	5	-0.2	1	?	-19	0
12	CCC(=O)Nc1ccc(C(=O)NCc2ccccn2)cc1	4	-6	1.1%	10	0.4	2	-5%	-8	-1
13	O=C(CSc1nc(=O)n(CCN2CCOCC2)c2c1CCCC2)Nc1ccc(F)cc1F	3	5	3.4%	0	-0.8	0	/	4	-4
14	Cc1ccc(NC(=O)COC(=O)c2ccc3c(c2)NC(=O)C2CCCN32)cc1C (stereo not given)	25	13	-0.2%	-4	-0.3	0	-17%	/	6
15	CC(C)(C)C(=O)Nc1scc(-c2ccc(-c3ccccc3)cc2)c1C(=O)O	/	5	3.6%	-5	0.4	10	-3%	-2	5
16	COC(=O)C1CCN(Cc2ccc(C)cc2)CC1	-23	10	-0.5%	-7	-0.2	1	-8%	-1	0
17	Cc1nc(Nc2ccc(Cl)cc2)c(C#N)c(=O)[nH]1	3	0	0.0%	-3	-0.7	0	-2%	6	-6
18	CCOC(=O)C1CCN(C(c2ccc(F)cc2)c2sc3nc(-c4ccco4)nn3c2O)CC1 (stereo not given)	-4	/	0.5%	-2	0.1	-5	-12%	11	-3
19	COc1ccccc1NC(=O)c1ccc(NC2=NC3CS(=O)(=O)CC3S2)cc1 (stereo not given)	4	-35*	0.4%	-13	-0.1	2	-9%	-6	2
20	CCSc1ncc(Cl)c(C(=O)Nc2ccccc2C)n1	9	14	3.1%	-4	-0.5	3	40%[activator]	-9	-4
21	CCOCC(=O)Nc1nnc(C)s1	-8	-3	1.1%	-5	-0.4	2	-6%	-3	12
22	CC1(C)NC(=O)N(CCOc2ccc3c(c2)CCC3)C1=O	/	-1	2.3%	-1	-0.4	3	-18%	5	-5
23	O=S(=O)(O)CCN1CCOCC1	12	1	-0.2%	-5	0.7	1	-4%	-18	0
24	CNC(=O)c1c(NC(=O)/C=C/c2ccccc2Cl)sc2c1CCC2	-10	5	1.7%	6	0.1	2	-1%	/	-6

Printed as active in D1 antagonist, of those listed so far:
no.	smiles	D2 PAM	D1 antagonist	RXFP1 agonist	D1 potentiator	TRHR agonist	D1 ag	Apoferritin bind	RXFP1 antagonist	TRHR enhancer
19	COc1ccccc1NC(=O)c1ccc(NC2=NC3CS(=O)(=O)CC3S2)cc1 (stereo not given)	4	-35*	0.4%	-13	-0.1	2	-9%	-6	2

(further entries)
no.	smiles	D2 PAM	D1 antagonist	RXFP1 agonist	D1 potentiator	TRHR agonist	D1 ag	Apoferritin bind	RXFP1 antagonist	TRHR enhancer
25	CCOc1ccc(C2c3c(oc4cc(C)c(C)cc4c3=O)C(=O)N2CCCN2CCOCC2)cc1 (stereo not given)	-25	4	0.2%	0	-0.3	0	?	15	1
26	CCOC(=O)C1CCN(C(=O)c2cc3cc4ccc(C)cc4nc3o2)CC1	7	8	5.5%	-11	-0.6	0	-16%	16	-7
27	Cn1nc(C(=O)N2CCN(c3cccc(Cl)c3)CC2)c2c1-c1ccccc1S(=O)(=O)C2	-2&-6	1&6	0.4%&1.5%	-6&-2	-0.4&0.0	4&1	-2%&4%	11&2	-7&-5
28	O=C(CCC(=O)N1CCSc2ccccc21)NCCc1ccccc1	-10	-14	4.0%	-8	-0.8	4	2%	0	-4
29	CCCc1nnc(NC(=O)CN2C(=O)c3ccccc3S2(=O)=O)s1	/	6	0.1%	1	1.3	1	10%	9	2
30	Cc1ccc(/C=C/C(=O)c2ccc(O)cc2)cc1	5	-16	-0.8%	-4	0.2	3	29%	-36	-6
31	CCC(NS(=O)(=O)c1cccs1)c1ccc(C)cc1 (stereo not given)	0	-8	-0.2%	-7	-0.6	1	/	-1	-10
32	CCOC(=O)c1cc2c(=O)[nH]ccc2nc1C(F)(F)F	6	-1	7.2%	-3	0.7	3	-9%	-4	8

Entries of single compounds, quoted from the list. Order of screens: D2 PAM, D1 antagonist, RXFP1 agonist, D1 potentiator, TRHR agonist, D1 ag, Apoferritin bind, RXFP1 antagonist, TRHR enhancer
`CCOC(=O)C1CCN(C(=O)c2cc3cc4ccc(C)cc4nc3o2)CC1` is listed as 7, 8, 5.5%, -11, -0.6, 0, -16%, 16, -7
`CCOc1ccc(C2c3c(oc4cc(C)c(C)cc4c3=O)C(=O)N2CCCN2CCOCC2)cc1` (stereo not given) is listed as -25, 4, 0.2%, 0, -0.3, 0, ?, 15, 1

Just TRHR agonist, for four of the compounds above:
entry	Molecule	TRHR agonist
26	CCOC(=O)C1CCN(C(=O)c2cc3cc4ccc(C)cc4nc3o2)CC1	-0.6
27	Cn1nc(C(=O)N2CCN(c3cccc(Cl)c3)CC2)c2c1-c1ccccc1S(=O)(=O)C2	-0.4&0.0
28	O=C(CCC(=O)N1CCSc2ccccc21)NCCc1ccccc1	-0.8
29	CCCc1nnc(NC(=O)CN2C(=O)c3ccccc3S2(=O)=O)s1	1.3

Carrying on.
no.	smiles	D2 PAM	D1 antagonist	RXFP1 agonist	D1 potentiator	TRHR agonist	D1 ag	Apoferritin bind	RXFP1 antagonist	TRHR enhancer
33	CCc1nnc(NC(=O)CSc2nccn2Cc2ccccc2)s1	9	-7	-0.6%	1	-0.1	8	14%	/	-2
34	CC(C)Nc1nc(NC(C)C)nc(Oc2ccc(=O)n(C)n2)n1	3	4	-4.4%	2	-1.2	0	0%	-10	-5
35	CSc1nc(N2CCOCC2)nc2ccc(C)cc12	-2	-15	2.4%	-4	-0.3	1	/	/	1
36	CN(C)c1cccc(NC(=O)c2cccc3ccccc23)c1	1	10	0.7%	8	0.1	0	-8%	-7	-5
37	CCc1ccc(C=NC23CN4CN(CN(C4)C2)C3)s1	-20	3	1.2%	-3	0.9	-1	12%	5	6
38	COc1ccccc1NC(=O)CCc1nnc2ccc(N3CCC4(CC3)OCCO4)nn12	16	-5	0.5%	-4	-0.7	17	-8%	-6	-30
39	CC(C)(C)N(NC(=O)Nc1ccc(Cl)cc1)C(=O)c1ccccc1	3	-30	2.4%	-4	1.9	19	-6%	5	0
40	CCOC(=O)Nc1sc2c(c1C(N)=O)CCC(C)C2 (stereo not given)	-10	-7	5.2%	-1	0.4	1	-4%	-1	5
41	Cc1cc(C)nc(/N=C(\N)N2CCc3ccccc32)n1	11	2	1.4%	1	-0.5	1	-10%	10	-3
42	CCOC(=O)C1CCN(Cc2cc(C(C)C)c(O)c(C(C)C)c2)CC1	-21	-26	-1.1%	-4	-0.6	2	-14%	4	0
43	CCOC(=O)c1ccc(NC(=O)CN(Cc2ccc(Cl)cc2)S(C)(=O)=O)cc1	-8	-25	0.9%	-7	0.9	9	?	-9	-2
44	Cc1cccc(C(=O)Nc2ccc(Oc3cnccn3)cc2)c1	4	-23	3.7%	-8	-0.2	1	3%	3	-11
45	CC1CN(C(=O)c2c([N+](=O)[O-])cnn2C)CC(C)O1 (stereo not given)	7	7	-1.1%	-5	0.5	6	-4%	2	0
46	CCC1Sc2ccc(S(=O)(=O)Nc3ccc(OC)c(OC)c3)cc2NC1=O (stereo not given)	1	-8	-2.0%	5	0.2	7	-1%	3	-2
47	O=c1cc(-c2ccccc2Cl)oc2c(NS(=O)(=O)c3cc(Cl)cc(Cl)c3O)ccc(O)c12	5	-52*	0.5%	-9	8.3	82*	?	/	-8
48	CC(C)OC(=O)Cc1nc2sc(-c3ccccc3)cc2c(=O)[nH]1	1	-8	9.4%	-8	3.0	2	-2%	-1	4
49	CCCOc1ccc(CSC2=NCCN2)cc1[N+](=O)[O-]	-1	4	0.5%	-7	0.1	8	?	0	3
